Source: PubChem BioAssay
GC-B act = GC-B (human) receptor activation | actives 0.11% (n = 370,000) | AID 1920062 | activation, % at 10 µM | HEK293-GC-B cells, CNP EC30, cGMP TR-FRET; 0% at EC30 CNP, 100% saturating CNP;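 active = activation at 10 µM reaching about 35% in either raw or pattern-adjusted values, limit read from the data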
mABHD4 FP = inhibits mouse alpha/beta hydrolase domain 4. Q8VD66. purified mABHD4, FP-Rh probe fluorescence polarization. inhibition, % at 8.92 µM. actives 0.54% (n = 370,000). AID 720543;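 active = inhibition exceeding the mean over every tested compound plus 3 SD, cut at about 30% in these data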;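 also: 0% = plate median of compound wells and 100% = S159A mutant with DMSO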
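Doses – 8.92 µM, single dose · Material – wild-type mouse ABHD4 protein · Replication – single well per compound (singlicate) · Measure – percent inhibition of probe binding, normalized to plate controls · Schedule – 45 min compound pre-incubation plus 60 min probe step, 25 °C · Detection – fluorescence polarization with parallel and perpendicular emission, 525/598 nm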
SIAE inh = inhibitors of human sialic acid acetylesterase SIAE; Q9HAT2; SIAE FP-Rh probe binding, fluorescence polarization; inhibition, % at 9.66 µM; actives 0.69% (n = 370,000); AID 1053197;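 active = inhibition above a cutoff: mean of compounds within the control limits plus 3 SD of those, cut at about 17% in these data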;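 also: 0% = plate median of compound wells and 100% = probe without SIAE protein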
rCAG binder = binds r(CAG) RNA repeats | r(CAG) RNA repeat, TO-PRO-1 dye displacement fluorescence | inhibition, % at 3 µM | actives 1.3% (n = 370,000) | AID 651821;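 active = inhibition above the plate cutoff, the mean of all test compounds on that plate plus 3 SD, cut at about 35% in these data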;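 also: 0% = DMSO alone and 100% = 100 µM mitoxantrone as full dye displacement; higher means more dye released from RNA so lower well fluorescence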
TCR-CD3 inh = blocks the human TCR-CD3 interaction | TAMRA-labeled TCR probe fluorescence, biochemical | inhibition, % at 9.4 µM | actives 0.37% (n = 360,000); in the data active = inhibition above about 19%;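 also: recombinant mutant TCR 2C K166C tagged with TAMRA read by polarization; 0% = receptor in buffer alone and 100% = receptor with positive control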
LEDGF integ inh = blocks HIV-1 LEDGF/p75-dependent DNA integration; TR-FRET IN-LEDGF/p75 DNA integration, Eu/Cy5; inhibition, % at 3.7 µM; actives 0.64% (n = 370,000);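 active = inhibition above the screen-wide mean plus 3 SD, cut at about 13% in these data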;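 also: signal is the Cy5 over europium emission ratio at 671 and 618 nm; 0% = plate median of compound wells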
HTRA1 inhibitor = HTRA1 (human) protease inhibition; Q92743; recombinant HTRA1, FP-rhodamine activity-based probe, fluorescence polarization; inhibition, % at 5.96 µM; actives 0.5% (n = 340,000); in the data active = inhibition above about 36%;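 also: 0% = enzyme with DMSO and 100% = wells lacking enzyme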
TDP2 inh = TDP2 (human) inhibition, absorbance primary screen. O95551. recombinant TDP2, T5PNP hydrolysis, p-nitrophenol absorbance 415 nm. inhibition, % at 12.8 µM. actives 0.34% (n = 370,000). AID 720702;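 active = inhibition above the mean of all tested compounds plus 3 SD, set per campaign, cut at about 25% in these data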;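 also: 0% = DMSO with enzyme and 100% = buffer with substrate but no TDP2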
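System – recombinant human TDP2 · Quantity – TDP2 enzyme at 120 nM final · Doses – single concentration, 12.8 µM nominal, with 1% DMSO · Incubation – 2 h at 37 °C · Measured by – epi absorbance of p-nitrophenol freed from T5PNP by hydrolysis · Read-out – % inhibition relative to enzyme-containing and enzyme-free wells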
MBD2 DNA inh = inhibitors of human MBD2 binding to methylated oligonucleotide; inhibition, % at 4.4 µM; TR-FRET; Q9UBB5; actives 0.31% (n = 370,000); AID 686964; in the data active = inhibition above about 13%
Target sequence (Q9UBB5 whole entry, looked up): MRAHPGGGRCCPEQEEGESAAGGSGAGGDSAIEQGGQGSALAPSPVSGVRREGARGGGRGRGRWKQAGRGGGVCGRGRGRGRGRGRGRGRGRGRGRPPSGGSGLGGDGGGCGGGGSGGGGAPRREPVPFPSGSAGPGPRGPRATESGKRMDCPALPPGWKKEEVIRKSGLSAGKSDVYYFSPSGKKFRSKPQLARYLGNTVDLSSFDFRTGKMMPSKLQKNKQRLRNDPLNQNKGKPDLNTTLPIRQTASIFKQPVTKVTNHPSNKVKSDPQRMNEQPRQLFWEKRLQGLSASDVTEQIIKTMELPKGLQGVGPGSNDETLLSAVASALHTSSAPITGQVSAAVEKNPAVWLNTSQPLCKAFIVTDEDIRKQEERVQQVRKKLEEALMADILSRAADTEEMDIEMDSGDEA
PRMT1 FP inh = PRMT1 (human) inhibition, primary screen; Q99873; AID 652257; recombinant PRMT1, activity-based probe fluorescence polarization; actives 1.3% (n = 370,000); inhibition, % at 2.79 µM;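 active = inhibition above about 21% made by adding two undisclosed values, limit read from the data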
Target sequence (Q99873 whole entry, looked up): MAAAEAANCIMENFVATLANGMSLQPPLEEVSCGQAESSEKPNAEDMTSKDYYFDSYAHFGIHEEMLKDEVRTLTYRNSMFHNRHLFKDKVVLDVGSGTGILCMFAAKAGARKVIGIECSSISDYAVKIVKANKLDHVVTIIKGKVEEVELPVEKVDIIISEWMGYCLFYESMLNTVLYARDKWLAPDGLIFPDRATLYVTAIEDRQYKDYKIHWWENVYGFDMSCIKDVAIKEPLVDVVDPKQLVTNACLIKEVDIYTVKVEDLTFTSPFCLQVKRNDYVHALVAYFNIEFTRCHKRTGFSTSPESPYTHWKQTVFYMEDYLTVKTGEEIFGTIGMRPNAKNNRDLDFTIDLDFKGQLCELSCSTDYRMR
Numbers without * were called inactive; . = not tested or not shown.

SMILES	GC-B act	mABHD4 FP	SIAE inh	rCAG binder	TCR-CD3 inh	LEDGF integ inh	HTRA1 inhibitor	TDP2 inh	MBD2 DNA inh	PRMT1 FP inh
Cc1cc(=O)oc(C)c1C(=O)N1CCc2c([nH]c3ccccc23)C1C(C)C (stereo unspecified)	4	0	8	2	-1	1	-10	-3	-6	-3
CCc1ccc(CNC(=O)C2CCCN(c3nc4ccccc4o3)C2)cc1 (stereo unspecified)	3	0	0	-7	-3	-2	-10	4	4	-4
O=C(COC(=O)c1ccccc1Br)NCC1CCCCC1	3	-5	1	2	-2	-4	.	-8	-3	-2
COc1cc(CNCc2cccnc2)ccc1OCC(=O)NC(C)(C)C	0	-1	-4	-6	7	0	3	13	3	1
CC(OC(=O)CN1C(=O)c2ccccc2C1=O)C(=O)c1ccccc1 (stereo unspecified)	0	2	4	3	-3	-7	6	-4	-1	4
COC(=O)c1cccc(Nc2nc(-c3ccncc3)nc3ccccc23)c1	1	4	-10	3	-4	1	-6	1	7	2
O=c1cc(-c2ccccc2O)nc(-c2ccccc2)[nH]1	-1	7	0	11	11	4	-4	-14	3	1
O=C(C(=O)N1CCc2ccccc2C1)N1CCc2ccccc2C1	-6	-1	-3	-4	-4	-3	.	-2	5	1
CSc1ccc(CCNC(=O)C2CCCN(c3nn4c(=O)cc(C)nc4s3)C2)cc1 (stereo unspecified)	-7	-7	4	-6	-1	-4	6	5	-8	-3
CC1=C(C(=O)Nc2ccc([N+](=O)[O-])cc2)C(c2cccc(C(F)(F)F)c2)NC(=S)N1c1ccccc1 (stereo unspecified)	-3	-62	-59	13	14	-2	-86	3	-1	-2
CCCCN(C(=O)c1cc(S(=O)(=O)N2CCCCC2)ccc1Cl)c1c(N)n(CC(C)C)c(=O)[nH]c1=O	-1	3	4	5	7	-1	-2	3	3	-4
CC(C)NC(=O)C1(N2C(=O)c3ccccc3C2=O)CCCC1	2	-6	0	1	-5	6	2	-15	-4	-8
Cc1ccc(/C=C(/NC(=O)c2ccccc2)C(=O)NC(Cc2c[nH]c3ccccc23)C(=O)O)cc1 (stereo unspecified)	5	2	14	24	1	7	11	0	-8	-2
CC(=O)Nc1cccc(NC(=O)CS(=O)(=O)c2cn(CC(=O)N3CCOCC3)c3ccccc23)c1	1	-4	3	-1	8	-1	0	5	-2	1
Nc1[nH]c2cc(C(F)(F)F)ccc2c1C(=O)NCc1ccc(F)cc1	6	-2	8	5	.	-1	.	0	3	4
Fc1cccc(Cl)c1/C=N/Nc1ccccn1	1	7	-2	-2	4	2	1	1	-1	-3
CC1CCCCC1NC(=O)CSc1nnc(CC(=O)Nc2ccccc2F)n1C (stereo unspecified)	1	3	4	-4	-3	-5	1	-2	2	0
CN(CCCNC(=O)Cn1c(=O)c2cccn2c2ccccc21)Cc1ccccc1	-11	5	-3	-5	3	1	-4	2	8	4
CC(C)CN1C(=O)C(=O)N(CC(=O)c2ccc[nH]2)C1=O	2	5	1	1	-6	2	2	6	4	1
Cc1nn(CC(=O)NCCCN2CCCC2)c(=O)c2nn(-c3ccccc3)c(C)c12	3	4	3	1	8	2	0	15	1	-1
CCCCn1nnnc1C(c1ccccc1)N1CCN(C(=O)c2ccco2)CC1 (stereo unspecified)	3	3	-3	0	-5	-5	.	6	-4	1
Nc1ccc(-n2cnc3cc([N+](=O)[O-])ccc32)cc1	3	6	-4	4	6	0	-2	11	8	0
O=C(CCCCCCCCC(=O)N/N=C/c1ccco1)N/N=C/c1ccco1	2	-2	3	-2	11	3	-7	1	-3	-3
O=C(NCCc1nc2ccccc2[nH]1)c1ccc(Cl)c([N+](=O)[O-])c1	-3	-2	3	2	-3	-6	1	-11	6	2
COC1=C(Nc2ccccc2OC)C(=O)c2ccccc2C1=O	4	1	-1	-2	-4	-4	.	3	0	5
N#CC1(NC(=O)COC(=O)c2nc(Cl)ccc2Cl)CCCCC1	-3	10	4	0	9	5	3	-8	1	0
COC(=O)C1CN(Cc2cn(Cc3ccc(C)cc3)nn2)CCS(=O)(=O)N1Cc1ccc(C)cc1 (stereo unspecified)	-9	-2	11	2	.	6	.	-12	10	-3
O=C(CN1C(=O)CSc2ccccc21)Nc1ccccc1C(=O)N1CCOCC1	0	-1	-1	2	2	2	1	1	1	1
C=CCn1c(-c2ccc([N+](=O)[O-])cc2)n[nH]c1=S	4	4	-1	0	3	0	-5	0	-1	-1
CC1CC1C(=O)OCC(=O)Nc1ccccc1Oc1ccccc1 (stereo unspecified)	-9	-3	-6	-6	0	-1	2	1	6	1
C[C@H]1CN([C@@H](C)CO)C(=O)CCCn2cc(nn2)CO[C@@H]1CN(C)S(=O)(=O)c1ccc(F)cc1	1	2	4	-2	0	2	.	5	0	-2
Cc1ccc(C(=O)NC2CCCCN(C(C)C)C2=O)cc1 (stereo unspecified)	9	0	1	-2	.	2	.	1	-3	-1
CCN1CCN(S(=O)(=O)c2ccc(Cl)c(C(=O)Nc3nnc(C)s3)c2)CC1	-3	6	6	2	-3	1	-2	1	0	3
Cc1c(NC(=O)CNCc2ccc3c(c2)OCO3)c(=O)n(-c2ccccc2)n1C	-1	11	-3	-5	0	6	0	21	-1	4
Cc1cc(C)n(Cc2ccc(C(=O)O)cc2)n1	0	5	-10	0	-1	0	-2	-8	-1	0
Cc1nc(N)c(Cc2ccc(Cl)cc2Cl)c(N)n1	-2	1	5	-2	5	-5	.	-4	-1	-4

3 entries from above, with bars between the fields:
SMILES | GC-B act | mABHD4 FP | SIAE inh | rCAG binder | TCR-CD3 inh | LEDGF integ inh | HTRA1 inhibitor | TDP2 inh | MBD2 DNA inh | PRMT1 FP inh
Cc1ccc(C(=O)NC2CCCCN(C(C)C)C2=O)cc1 (stereo unspecified) | 9 | 0 | 1 | -2 | . | 2 | . | 1 | -3 | -1
CCCCn1nnnc1C(c1ccccc1)N1CCN(C(=O)c2ccco2)CC1 (stereo unspecified) | 3 | 3 | -3 | 0 | -5 | -5 | . | 6 | -4 | 1
CN(CCCNC(=O)Cn1c(=O)c2cccn2c2ccccc21)Cc1ccccc1 | -11 | 5 | -3 | -5 | 3 | 1 | -4 | 2 | 8 | 4

Four compounds already listed, arranged by the number in LEDGF integ inh, smallest number first.
Structure | LEDGF integ inh
CCCCn1nnnc1C(c1ccccc1)N1CCN(C(=O)c2ccco2)CC1 (stereo unspecified) | -5
CC1=C(C(=O)Nc2ccc([N+](=O)[O-])cc2)C(c2cccc(C(F)(F)F)c2)NC(=S)N1c1ccccc1 (stereo unspecified) | -2
Nc1ccc(-n2cnc3cc([N+](=O)[O-])ccc32)cc1 | 0
Cc1c(NC(=O)CNCc2ccc3c(c2)OCO3)c(=O)n(-c2ccccc2)n1C | 6

(further entries)
SMILES	GC-B act	mABHD4 FP	SIAE inh	rCAG binder	TCR-CD3 inh	LEDGF integ inh	HTRA1 inhibitor	TDP2 inh	MBD2 DNA inh	PRMT1 FP inh
O=c1[nH]ncn1-c1cccc(C(F)(F)F)c1	5	3	1	3	4	-1	0	-2	-2	-1
CC(=O)Nc1ccc(NC(=O)C(C)OC(=O)c2ccc(OCc3c(C)noc3C)cc2)cc1 (stereo unspecified)	3	-5	2	5	-3	2	-12	-5	1	-1
NCCCNC(=O)c1cc2ccccc2[nH]1	-1	-1	0	3	5	0	-2	-4	-4	-1
CSc1nncc(=O)[nH]1	-5	-4	4	1	-4	2	5	1	-3	2
CC1(C(=O)Nc2ccc(Cl)c(Cl)c2)CCN1CCc1ccccc1 (stereo unspecified)	4	1	-7	3	2	-2	.	2	3	2
COc1cc2c(-c3ccc4[nH]ccc4c3)c(-c3ccc(C#N)cc3)oc(=O)c2cc1OC	7	-13	-18	9	5	3	-26	-9	3	-2
CCOP(=O)(OCC)/C(=N/OC(=O)c1cccc([N+](=O)[O-])c1)C(N)=O	-1	7	2	-1	-4	-2	-10	7	1	2
COc1ccc2nc(NC(=O)C(NS(=O)(=O)c3cccs3)C(C)C)sc2c1 (stereo unspecified)	-2	-5	-3	5	-4	2	-11	5	2	-1
CC1(NC(=O)CSc2nnc(-c3ccco3)n2Cc2ccccc2)CCS(=O)(=O)C1 (stereo unspecified)	1	2	0	1	2	-4	-5	8	0	3
Cc1ccc(-c2nnn(CC(=O)Nc3ccc4nn(-c5ccccc5)nc4c3)n2)o1	-13	5	-5	5	0	-2	-29	-1	-3	-4
CCOC(=O)C1(CCc2ccccc2)CCN(C(=O)CN2CCOC2=O)CC1	-3	-6	2	-9	-6	-6	6	2	5	5
CCN1CCN(c2ncnc3c2cnn3-c2ccc(Cl)cc2)CC1	-14	-2	-1	2	1	1	-6	-5	-1	-3
Cn1nnnc1SCc1cc(=O)n2ccsc2n1	-7	2	2	0	4	1	4	6	-6	-1
COc1cccc2[nH]c3c(N4CCN(Cc5ccc6c(c5)OCO6)CC4)ncnc3c12	-23	1	2	-1	7	2	.	-5	4	-3
O=C(COC(=O)CCC(=O)c1cccs1)NCc1ccco1	4	10	4	10	6	39*	0	11	5	7
C=CCn1c(SCC(=O)Nc2cc(C)ccc2OC)nnc1-c1ccco1	-11	4	3	-3	2	0	-6	-5	-12	-1
COc1ccc(C(=O)NCCNC(=O)c2cnccn2)cc1OC	6	-1	2	0	8	0	2	-7	-8	1
Cc1ccc(CN2CCN(/N=C/c3ccco3)CC2)c(C)c1	1	-12	4	0	-8	2	-2	-13	0	-4
Cc1noc(C)c1NC(=O)N(C)C[C@H]1OCc2cnnn2CCCC(=O)N([C@H](C)CO)C[C@H]1C	4	-1	-2	1	8	2	.	7	3	-2
CCOC(=O)NC(=O)CSc1ccc(C)cc1C	2	1	0	-2	1	2	3	7	-4	-4
COc1ccc(OC(=O)COc2ccccc2C)cc1	-2	0	8	3	1	7	.	-4	-5	-1
Cc1cc(=O)oc2c3c(cc(OCC(=O)NCc4ccccc4)c12)OC(C)(C)CC3	1	-3	4	-4	14	1	-21	11	0	-3
COc1ccccc1N(CC(=O)Nc1ccc(Br)cc1F)S(=O)(=O)c1cccs1	-2	-11	7	4	-9	2	-41	-2	5	5
Nc1ncc(C(=O)O)c(-c2ccccc2)n1	1	-1	-1	6	0	-1	-3	-2	37*	-2
Cc1ccc2nc(-c3ccc(C#N)cc3)c(Cc3cccc(Cl)c3)n2c1	-3	-24	0	7	-6	4	.	-4	-7	-5
c1coc(-c2nnc(-c3cccs3)o2)c1	3	-2	1	-2	-1	1	-2	3	0	0
O=Cc1c[nH]c2ccc(S(=O)(=O)N3CCOCC3)cc12	7	4	0	4	-1	0	6	0	-5	-1
CCOc1cc(C(C(=O)NCC2CCCO2)N(C(=O)Cn2nnc3ccccc32)c2ccc(OC)c(OC)c2)ccc1O (stereo unspecified)	2	0	0	2	3	-1	2	4	1	2
CC1=C(C#N)C(C)C2=C(CC(C)(C)CC2=O)N1 (stereo unspecified)	8	0	6	-1	8	0	-3	-9	-4	1
CCN(CC)CCCN(C(=O)c1cccc(C)c1)c1nc(-c2ccc(OC)cc2)cs1	-5	0	4	-2	-7	-5	-6	-9	2	2
CCOC(=O)C1=CNS(=O)(=O)NC1c1ccc(OC(C)=O)cc1 (stereo unspecified)	3	-4	4	1	-4	3	4	-2	-2	4
N#Cc1ccc(OCC(=O)Nc2ccc(S(=O)(=O)N3CCOCC3)cc2)cc1	6	0	1	6	2	3	-2	9	-3	-2

These rows are one share of the data; count on the stated rates, not on these rows.
